S1P3 antagonist = antagonists of human S1P3 receptor. CHO S1P3 NFAT-BLA reporter, FRET fluorescence, antagonist mode. inhibition, % at 4.98 µM. 170,000 compounds, 0.27% hits;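 active = inhibition above the plate cutoff, the mean inhibition of test wells on that plate plus 3 SD, cut at about 28% in these data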;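 also: cells challenged with S1P at its EC80 of 0.8 µM; blue over green emission ratio from cleaved BLA substrate after 4 h stimulation; 0% = S1P-stimulated wells and 100% = unstimulated DMSO-only wells; some compounds past the cut are filed as inactive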
Target sequence (Q99500 whole entry, looked up): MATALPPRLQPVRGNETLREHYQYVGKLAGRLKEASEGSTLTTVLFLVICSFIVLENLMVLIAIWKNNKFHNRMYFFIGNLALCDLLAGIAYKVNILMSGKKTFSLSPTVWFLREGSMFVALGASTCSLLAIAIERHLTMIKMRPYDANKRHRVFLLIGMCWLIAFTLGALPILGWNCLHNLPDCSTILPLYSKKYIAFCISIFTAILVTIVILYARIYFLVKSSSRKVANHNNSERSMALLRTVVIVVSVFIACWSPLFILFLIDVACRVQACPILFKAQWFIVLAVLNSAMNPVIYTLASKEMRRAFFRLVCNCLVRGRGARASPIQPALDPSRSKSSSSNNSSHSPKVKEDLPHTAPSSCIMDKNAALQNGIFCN
RAM inhibit = inhibitors of the yeast RAM network; inhibition, % at 50 µM; AID 868; S. cerevisiae dse1pr::URA3 reporter, 5-FOA growth OD615, 2 d; analog-sensitive cbk1-as2 kinase mutant strain; 190,000 compounds, 1.8% hits;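 active = inhibition above a set limit, 3 SD over mean compound inhibition, cut at about 8.4% in these data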;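 also: 0% = DMSO-only wells with no growth and 100% = 10 µM 1-NA-PP1 full growth; inhibition rescues growth on 5-FOA so higher OD means more RAM inhibition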
ROMK mod = human ROMK K+ channel modulation, primary screen; AID 1918; B-score at 10 µM; P48048; 130,000 compounds, 2% hits; Tet-inducible ROMK, thallium flux fluorescence; actives lie on both sides;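 active = signal ratio slope over the read window, or its plate-corrected B-score, at least 3 SD from the plate mean, either direction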;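 also: B-score of the F/F0 ratio slope over 7 to 12 s after thallium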
Target sequence (P48048 whole entry, looked up): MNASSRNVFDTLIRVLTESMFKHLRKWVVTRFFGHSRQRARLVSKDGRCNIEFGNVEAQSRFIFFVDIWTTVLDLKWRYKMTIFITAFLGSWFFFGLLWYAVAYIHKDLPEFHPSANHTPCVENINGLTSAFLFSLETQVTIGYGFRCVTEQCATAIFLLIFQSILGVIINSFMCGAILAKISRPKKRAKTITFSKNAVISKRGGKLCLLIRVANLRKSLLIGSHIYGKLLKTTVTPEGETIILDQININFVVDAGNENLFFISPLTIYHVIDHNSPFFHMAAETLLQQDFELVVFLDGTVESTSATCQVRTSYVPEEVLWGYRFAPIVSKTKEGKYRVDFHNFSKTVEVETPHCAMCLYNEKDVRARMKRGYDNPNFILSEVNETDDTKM
PPARg SRC-3 ag = promotes SRC-3 coactivator recruitment by human PPARgamma. AID 731. 200,000 compounds, 0.26% hits. biochemical PPARgamma/SRC-3 coactivator recruitment assay. activation, % at 8 µM; in the data active = activation above about 23%;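 also: 0% = DMSO and 100% = reference agonist; some compounds past the cut are filed as inactive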
Lmaj promast = reduces viability of Leishmania major promastigotes; resazurin fluorescence viability; inhibition, % at 10 µM; 200,000 compounds, 9% hits; in the data active = inhibition above about 50%;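 also: promastigotes grown with compound for 44 hours at 28 °C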
PPARg SRC-2 ag = agonists of SRC-2 recruitment by human PPARgamma; PPARgamma LBD-SRC-2 recruitment, biochemical; 200,000 compounds, 0.34% hits; P37231; activation, % at 8 µM; in the data active = activation above about 22%;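 also: 0% = vehicle and 100% = reference agonist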
Efa HMGR inh = E. faecalis class II HMG-CoA reductase inhibition; purified E. faecalis HMGR, NADPH absorbance 340 nm kinetic; inhibition, % at 10 µM; 190,000 compounds, 0.41% hits; AID 1066;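 active = inhibition above a set limit, the median over all tested compounds plus 3 SD, cut at about 9.5% in these data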;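 also: enzyme runs in reverse so mevalonate oxidation gives rising NADPH absorbance; 0% = complete reaction with DMSO and 100% = background rate lacking mevalonate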
PPARg SRC1 recr = PPARgamma-driven SRC-1 recruitment agonism | P37231 | AID 631 | PPARgamma-SRC-1 coactivator recruitment biochemical assay | 200,000 compounds, 0.41% hits | activation, % at 8 µM; in the data active = activation above about 19%;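 also: 0% = DMSO and 100% = reference agonist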
SRC2 TRFRET art = TR-FRET artefact, counter-screen to PPARgamma/SRC-2 agonist assay; hits give high values; TR-FRET ratio at 8 µM; 200,000 compounds, 0.4% hits; AID 1049; in the data active = TR-FRET ratio above about 2000; also: inactives centre near 1500; reference of the scale not given here
bIAP inh = blocks bovine intestinal alkaline phosphatase activity; purified bovine IAP, CDP-star luminescence, 30 min; inhibition, % at 20 µM; 190,000 tested, under 10 active;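 active = over 50% inhibition of intestinal alkaline phosphatase at 20 µM in the single-dose screen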
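Assay system – bovine IAP enzyme · Quantity – bovine IAP at 1/65,000,000 final dilution · Detection – CDP-star luminescence signal · Times – 30 min reaction at room temperature · Also added – CDP-star substrate at 30 µM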
DTT redox prof = compounds producing H2O2 with reducing agent – biochemical, NIH compound library profiling, artefact control for MLSCN library redox annotation, primary screen | DTT-dependent redox cycling H2O2, phenol red/HRP absorbance; 100% = 100 µM peroxide control, 0% = buffer | activation, % at 10 µM | 200,000 compounds, 0.03% hits | AID 878;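 active = activation of at least 50% relative to the plate's high and low controls in the primary single-dose screen; inactive = activation below 50%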;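 also: compound incubated with DTT at 0.8 mM final as the reducing agent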
The depositor's hits bear a star; . = not tested or not shown.

Fields: Lmaj promast, S1P3 antagonist, ROMK mod, Efa HMGR inh, PPARg SRC-2 ag, bIAP inh, RAM inhibit, PPARg SRC-3 ag, PPARg SRC1 recr, DTT redox prof, SRC2 TRFRET art
> CS(=O)(=O)N1CCCC(C(=O)NCCN2CCC(Cc3ccccc3)CC2)C1 (centres undefined)
 : 89*, 14, ., 0, 1, 9, 1.5, 3, -4, -1.1, 1609
> CCOC(=O)c1c(-c2ccc(F)cc2)csc1NC(=O)CN1C(=O)NC2(CCCCC2C)C1=O (centres undefined)
 : 14, -14, -0.064, 2, -9, 6, 2.2, -1, -6, -0.1, 1611
> COc1ccccc1CNC(=O)CN(c1ccc(C)cc1)S(=O)(=O)c1c(C)n[nH]c1C
 : 9, 27, ., -2, 14, -36, 0.3, 4, 10, 0.5, 1511
> O=C1CCC([N+](=O)[O-])C(c2ccc(Cl)cc2)N1 (centres undefined)
 : -1, ., ., 1, -2, 8, 1.8, -1, -2, 1.3, 1411
> O=C(NN1C(=O)C2C3CCC(O3)C2C1=O)c1ccco1 (centres undefined)
 : -4, 1, -0.019, -3, -2, 3, 1.2, 6, 3, -0.3, 1508
> C=CCc1ccccc1OCC(O)CN1CCN(c2ccc(C)cc2)CC1 (centres undefined)
 : 69*, 3, -2.6*, 8, 13, 1, 0.8, 10, 6, -0.3, 1587
> O=C(COC(=O)C1COc2ccccc2O1)NC(=O)NC1CCCC1 (centres undefined)
 : -7, -3, 0.6, -1, 2, 3, 2.9, 2, 5, 1.2, 1522
> Cc1cc(/C=C2\SC(=S)NC2=O)c(C)[nH]1
 : -2, -1, ., 3, 8, 6, 8.3, 5, 4, 0.0, 1504
> Cc1c(Nc2cc(N3CCOCC3)c3nonc3c2[N+](=O)[O-])c(=O)n(-c2ccccc2)n1C
 : 5, -2, 0.69, -1, 0, 6, 1.1, -1, 0, 0.9, 1370
> Cc1cccc(N=C2NN=C(c3ccccc3F)CS2)c1C
 : 17, -1, 1, 1, -2, 5, 2.0, 2, 4, -0.3, 1554

Brought forward from above: 2 entries, followed by the next part.
Fields: Lmaj promast, S1P3 antagonist, ROMK mod, Efa HMGR inh, PPARg SRC-2 ag, bIAP inh, RAM inhibit, PPARg SRC-3 ag, PPARg SRC1 recr, DTT redox prof, SRC2 TRFRET art
> Cc1c(Nc2cc(N3CCOCC3)c3nonc3c2[N+](=O)[O-])c(=O)n(-c2ccccc2)n1C
 : 5, -2, 0.69, -1, 0, 6, 1.1, -1, 0, 0.9, 1370
> Cc1cccc(N=C2NN=C(c3ccccc3F)CS2)c1C
 : 17, -1, 1, 1, -2, 5, 2.0, 2, 4, -0.3, 1554
> CCOc1ccccc1CNC(=O)c1cc2oc3ccccc3c2n1CC
 : 97*, ., -0.15, -2, 8, 20, 7.9, -8, -1, 0.2, 1378
> Cn1c(C(=O)NCCN2CCOCC2)cc2sccc21
 : 6, -34, 0.7, 3, -10, 4, 0.3, -10, 5, -0.1, 1454
> COc1cc(/C=C2\SC(=S)N(CC(=O)NC3=NCCS3)C2=O)cc(OC)c1OC
 : -2, -13, 0.53, -8, -2, 1, 4.6, 1, 2, -0.3, 1527
> Cc1c(N/C=C(\Cl)C(=O)C(F)(F)F)c(=O)n(-c2ccccc2)n1C
 : -3, -6, 0.1, 3, -2, -4, 2.0, -1, 0, 0.1, 1508
> COc1ccc2nc(NNC(=O)c3cc(=O)c4ccccc4o3)sc2c1
 : 2, -8, ., -2, 14, 4, 4.0, 5, 8, 3.4, 1586
> CSc1ccccc1C(=O)Nc1cccc(C(C)=O)c1
 : 0, ., 0.33, 0, 5, 10, 1.4, 1, 6, -0.1, 1637
> COc1ccc(C2=NC(c3ccccc3)CO2)cc1 (centres undefined)
 : -5, -2, -1.2, -7, 4, -10, -0.7, -2, 5, 0.7, 1406
> COC(=O)Cn1cc(/C=N/NC(=O)c2ccc(C#N)cc2F)c2ccccc21
 : 5, ., ., -1, 2, 9, 2.2, -7, 0, -3.7, 1661
> CCCc1n[nH]c2c1C(=O)CC(C)(C)C2
 : -3, 2, 3.1, -4, 5, 2, 1.1, -2, 1, 0.4, 1375
> O=C(CSc1ccc(-c2ccccn2)nn1)NCc1ccc(F)cc1
 : 6, -19, -0.48, -5, 10, -12, -0.4, 7, 10, 0.2, 1667

Fields: Lmaj promast, S1P3 antagonist, ROMK mod, Efa HMGR inh, PPARg SRC-2 ag, bIAP inh, RAM inhibit, PPARg SRC-3 ag, PPARg SRC1 recr, DTT redox prof, SRC2 TRFRET art
> O=C(NCc1ccc2c(c1)OCO2)c1cccc2c1C(=O)N(C1CCCCC1)C2
 : -4, 4, ., -8, -4, 14, 4.1, -3, -2, 0.2, 1410
> C=CCn1c(CCSCc2ccccc2)n[nH]c1=S
 : -2, 10, 0.16, -1, -2, 16, 1.1, 5, 7, -0.8, 1734
> COc1ccc(CC(=O)Nc2cccc(-c3csc(C)n3)c2)cc1
 : 4, ., -1.5, -1, 11, 24, 4.7, 11, 9, 0.1, 1622
> C#CCOCCOCCOCCNc1nc(N2CCOCC2)nc(N2CCN(C(=O)[C@H](CCC(=O)O)n3cc(C(N)Cc4ccc(O)cc4)nn3)CC2)n1 (some centres undefined)
 : 0, -41, ., 8, 4, -10, 0.6, -2, 0, -0.1, 1581
> COc1cc(NC(=O)COC(=O)c2cnc(C)cn2)c(C)cc1[N+](=O)[O-]
 : -5, -2, -0.38, -1, 3, 7, -0.3, 1, -1, -0.2, 1561
> Cc1ccc(N(CC(=O)Nc2ccccc2C(=O)N2CCOCC2)S(C)(=O)=O)cc1
 : 1, ., 0.047, -2, -10, -13, -0.2, 4, -3, 0.4, 1547
> COc1ccc(CCNC(=O)CSCc2ccc(Cl)cc2)cc1OC
 : 1, -2, 0.0046, 6, 1, 16, 2.5, 2, 0, -0.4, 1696
> CCN(CC(=O)NCc1ccc(Cl)cc1)C(=O)/C=C/c1cccs1
 : -6, -12, 1.5, 5, 1, 20, 0.9, 3, 3, 8.2, 1610
> CCCCN=Cc1sc2ccc(OCC)cc2c1O
 : -1, ., 0.87, 1, 4, -9, 1.4, -9, 2, 0.1, 1602
> S=C(Nc1ccccc1)N1CCN(c2ccc(N3CCOCC3)nn2)CC1
 : -9, 4, -0.8, -4, 6, -3, 0.8, -1, 2, 0.3, 1727

Fields: Lmaj promast, S1P3 antagonist, ROMK mod, Efa HMGR inh, PPARg SRC-2 ag, bIAP inh, RAM inhibit, PPARg SRC-3 ag, PPARg SRC1 recr, DTT redox prof, SRC2 TRFRET art
> O=C(NC1CC1)c1cc2c(F)cccc2s1
 : 1, 15, 0.33, -8, 1, -7, -0.4, 2, 7, -1.5, 1743
> c1ccc(CSCc2cn3ccsc3n2)cc1
 : 0, 17, ., -4, 7, 13, 2.0, 4, -4, 0.4, 1657
> O=C(c1ccc(-c2ccccc2)cc1)N1CCN(C(=O)c2ccco2)CC1
 : -10, -18, ., 1, 4, -6, -0.4, -5, -6, -0.1, 1300
> COc1ccc(NC(=O)CS(=O)CC(=O)Nc2cc(Cl)ccc2OC)cc1 (centres undefined)
 : 0, 12, ., 0, -5, 10, 4.0, -7, -15, 2.2, 1392
> Cc1cc(C)c(C#N)c(SCc2nnc(-c3ccccc3)o2)n1
 : 25, 9, 0.27, 0, -3, 4, 7.2, -1, 2, -0.1, 1612
> Cc1nnc(NC(=O)c2ccccc2C(=O)O)s1
 : -2, ., ., -6, 10, 0, -0.4, 7, 7, -1.8, 1616
> CC(C)(Oc1ccc(Cl)cc1)C(=O)N1CCN(c2ccccn2)CC1
 : 62*, 18, ., -5, -1, 18, -0.3, -20, 4, 1.4, 1371
> CCN(C(=O)COC(=O)c1ccccc1SCC(=O)NC1CCCCCCC1)C1CCS(=O)(=O)C1 (centres undefined)
 : -8, 1, -0.21, -2, 3, 12, 1.8, 2, 1, 0.1, 1669
> Cc1ccc(CC(NC(=O)c2ccccc2)C(=O)N2CCCC2C(=O)O)cc1 (centres undefined)
 : -3, -8, ., 2, 3, 17, 2.0, 12, -4, -0.8, 1574
> CCn1c(SCC(=O)NC2CCCC2)nnc1-c1c[nH]c2ccccc12
 : -4, ., ., -7, -5, 20, 2.7, -1, 9, -3.1, 1526

Fields: Lmaj promast, S1P3 antagonist, ROMK mod, Efa HMGR inh, PPARg SRC-2 ag, bIAP inh, RAM inhibit, PPARg SRC-3 ag, PPARg SRC1 recr, DTT redox prof, SRC2 TRFRET art
> CC(=O)c1cccc(S(=O)(=O)NC2CCCCCC2)c1
 : 29, -4, 0.35, -5, 1, 10, 2.2, -1, 0, 0.3, 1549
> COC(=O)Cc1[nH]nc2c1C1(C(=O)N(Cc3ccc(Cl)cc3)c3ccccc31)C(C#N)=C(N)O2 (centres undefined)
 : -5, 0, ., -4, -3, -13, 1.2, 11, -4, 0.9, 1479
> CCC1(C)Cc2c(sc3[nH]c(=S)n(Cc4ccccc4)c(=O)c23)CO1 (centres undefined)
 : 42, ., 5.3*, -2, 1, 13, 4.1, 12, 4, 0.2, 1643
> CCOc1ccc(N2C(=O)CC(NCCc3ccncc3)C2=O)cc1 (centres undefined)
 : -6, -6, -0.16, -1, 5, 4, -0.4, 3, 3, 0.4, 1695
> O=C(NCc1ccccc1Cl)c1ccc2nc[nH]c2c1
 : -5, -20, 0.76, 1, 7, 11, 1.6, -3, -2, -0.1, 1449
> O=C(NC(=S)N1CCc2ccccc21)c1ccccc1Br
 : -4, -8, ., -7, -3, 0, -0.5, -6, 3, 0.8, 1564
> COc1ccc(C)cc1Nc1ccc(C(=O)O)cc1[N+](=O)[O-]
 : -1, -12, 0.36, -10, 4, 12, 4.3, -2, 13, 15, 1547
> COc1ccc(C2OC(=O)CC2C(=O)NC(C)C)cc1 (centres undefined)
 : -8, ., ., 1, 13, 7, 0.8, 4, -3, 2.1, 1614
> Cc1ccc(S(=O)(=O)n2nc(OC(=O)c3c(-c4ccccc4Cl)noc3C)cc2N)cc1
 : -2, -13, -0.08, 4, 4, 14, 2.2, -6, 0, 0.2, 1477
> O=C(c1ccc(F)cc1)c1cn[nH]c1-c1ccccc1O
 : 1, ., 0.27, 2, 2, -28, -0.6, -7, -4, 0.2, 1592

Fields: Lmaj promast, S1P3 antagonist, ROMK mod, Efa HMGR inh, PPARg SRC-2 ag, bIAP inh, RAM inhibit, PPARg SRC-3 ag, PPARg SRC1 recr, DTT redox prof, SRC2 TRFRET art
> COc1ccccc1-c1c(C)nn2c(N3CCC(C(N)=O)CC3)cc(C)nc12
 : -9, ., ., -5, 8, 7, -0.3, 6, 6, -0.2, 1495
> CC(C)Nc1nc(NC(C)C)nc(N(C)C(N)=O)n1
 : -3, 8, -0.47, 0, -4, 6, -0.4, -11, 2, 3.1, 1401
> CSc1ccccc1C(=O)NCCOc1cccc(C)c1
 : -8, 39*, -0.51, -3, 6, 2, 0.0, 6, 9, 0.5, 1505
> COc1cc(S(=O)(=O)N(Cc2ccc(C)cc2)C2CCCCC2)ccc1-n1cnnn1
 : 10, 13, ., 1, -1, -10, 0.7, -6, 1, 3.1, 1389

Source: PubChem BioAssay (several laboratories)
